yeast mlh1 rad18 = NCI yeast anticancer drug screen, S. cerevisiae mlh1 rad18 strain. 79,000 tested, 11% active. growth inhibition, % at 50 µM. AID 175, 2004;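 note: 0% = growth of vehicle-only cultures of the same strain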
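Steps: expose repair-defective yeast to compound; measure growth; express inhibition against vehicle-treated controls.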
mec2-1 = NCI yeast anticancer drug screen, S. cerevisiae mec2-1 strain; growth inhibition, % at 50 µM; 79,000 tested, 9% active; AID 157, 2004;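 note: 0% = growth of vehicle-only cultures of the same strain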
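Vehicle-treated cultures served as reference for growth inhibition of compound-exposed mec2-1 yeast.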
yeast sgs1 mgt1 = NCI yeast anticancer drug screen, S. cerevisiae sgs1 mgt1 strain | 78,000 tested, 10% active | % growth inhibition at 50 µM;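 note: 0% = growth of vehicle-only cultures of the same strain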
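Percent growth inhibition was derived by comparing compound-exposed mutant yeast with vehicle-exposed cultures. The strain carries alterations in DNA damage repair.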
rad50 = NCI yeast anticancer drug screen, S. cerevisiae rad50 strain | 79,000 tested, 10% active | growth inhibition, % at 50 µM | AID 155, 2004;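 note: 0% = growth of vehicle-only cultures of the same strain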
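Compounds were tested on a yeast strain with an engineered DNA damage repair alteration; the reported value is growth inhibition normalised to vehicle treatment.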
yeast cln2 rad14 = NCI yeast anticancer drug screen, S. cerevisiae cln2 rad14 strain; AID 165, 2004; % growth inhibition at 50 µM; 78,000 tested, 8.3% active;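 note: 0% = growth of vehicle-only cultures of the same strain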
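Growth inhibition, relative to vehicle-treated controls, is the read-out. The test organism is a yeast strain with defined genetic alterations, cln2 rad14.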
bub3 = NCI yeast anticancer drug screen, S. cerevisiae bub3 mutant strain. growth inhibition, % at 50 µM. 78,000 tested, 9.9% active;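 note: 0% = growth of vehicle-only cultures of the same strain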
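Inhibition values come from growth of compound-treated mutant yeast normalised to vehicle-treated controls.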
Starred values were filed as active, the others as inactive; & = joins results of further samples. Cut-off read from the data, not from the text of the source: active = growth inhibition above about 70%; inactive = the rest. No enrichment for hits, and some 13% of all compounds hit somewhere here.

Screening S=C(Nc1ccccc1)N1CCN(c2ccc(Cl)cc2)CC1 returned yeast mlh1 rad18 4, mec2-1 -1, yeast sgs1 mgt1 -4, rad50 7, yeast cln2 rad14 -23 and bub3 5.
For Cc1ccc(Cc2n[nH]c(=O)n2/N=C\CC/C=N\n2c(Cc3ccc(C)cc3)n[nH]c2=O)cc1 the results were yeast mlh1 rad18 -4, mec2-1 -24, yeast sgs1 mgt1 -18, rad50 -14, yeast cln2 rad14 -1 and bub3 -29.
Screening CO/N=C(/C(=O)N(C(=O)/C(=N/OC)c1csc(NC(c2ccccc2)(c2ccccc2)c2ccccc2)n1)n1cnn(CC(=O)OC(C)(C)C)c1=O)c1csc(NC(c2ccccc2)(c2ccccc2)c2ccccc2)n1 returned yeast mlh1 rad18 -9, mec2-1 6, yeast sgs1 mgt1 -3, rad50 -2, yeast cln2 rad14 22 and bub3 8.
COc1c(C)c2c(c(Br)c1N)COCO2 was read as yeast mlh1 rad18 -22, mec2-1 17, yeast sgs1 mgt1 -11, rad50 4, yeast cln2 rad14 9 and bub3 -7.
For O=Cc1ccc(-c2ccc(S(=O)(=O)O)cc2)o1 the results were yeast mlh1 rad18 -3, mec2-1 7, yeast sgs1 mgt1 -41, rad50 -36, yeast cln2 rad14 26 and bub3 4.
Screening O=c1[nH]cnc2c1cnn2CCO returned yeast mlh1 rad18 11, mec2-1 0, yeast sgs1 mgt1 20, rad50 13, yeast cln2 rad14 -2 and bub3 -2.
CNc1nc(C)nc2c1cnn2-c1ccc([N+](=O)[O-])cc1 was read as yeast mlh1 rad18 58, mec2-1 -1, yeast sgs1 mgt1 70, rad50 79*, yeast cln2 rad14 2 and bub3 -13.
COc1ccc(Cl)cc1NC(=O)Nc1cc(C)ccc1Cl was read as yeast mlh1 rad18 10, mec2-1 26, yeast sgs1 mgt1 27, rad50 -8, yeast cln2 rad14 -25 and bub3 29.
For O=C1C2C3CCC(C3)C2C(=O)C2C3CCC(C3)C12 (stereo not given) the results were yeast mlh1 rad18 7, mec2-1 -13, yeast sgs1 mgt1 -10, rad50 -2, yeast cln2 rad14 -8 and bub3 9.
`COc1ccc2[nH]c3c4c(c5cc(C(C)(C)C)ccc5c3c2c1)C(=O)N(c1ccccc1)C4=O` gave yeast mlh1 rad18 -9, mec2-1 -13, yeast sgs1 mgt1 3, rad50 -13, yeast cln2 rad14 17 and bub3 -14.

Gathered by group: those above with a halogen (3)
Screening S=C(Nc1ccccc1)N1CCN(c2ccc(Cl)cc2)CC1 returned yeast mlh1 rad18 4, mec2-1 -1, yeast sgs1 mgt1 -4, rad50 7, yeast cln2 rad14 -23 and bub3 5.
COc1c(C)c2c(c(Br)c1N)COCO2 was read as yeast mlh1 rad18 -22, mec2-1 17, yeast sgs1 mgt1 -11, rad50 4, yeast cln2 rad14 9 and bub3 -7.
COc1ccc(Cl)cc1NC(=O)Nc1cc(C)ccc1Cl was read as yeast mlh1 rad18 10, mec2-1 26, yeast sgs1 mgt1 27, rad50 -8, yeast cln2 rad14 -25 and bub3 29.

The listing picks up, starting 2 compounds before the break.
For O=C1C2C3CCC(C3)C2C(=O)C2C3CCC(C3)C12 (stereo not given) the results were yeast mlh1 rad18 7, mec2-1 -13, yeast sgs1 mgt1 -10, rad50 -2, yeast cln2 rad14 -8 and bub3 9.
`COc1ccc2[nH]c3c4c(c5cc(C(C)(C)C)ccc5c3c2c1)C(=O)N(c1ccccc1)C4=O` gave yeast mlh1 rad18 -9, mec2-1 -13, yeast sgs1 mgt1 3, rad50 -13, yeast cln2 rad14 17 and bub3 -14.
For CC(C)(Cl)C1CCC(CC(Cl)(Cl)Cl)CC1 (stereo not given) the results were yeast mlh1 rad18 10, mec2-1 -16, yeast sgs1 mgt1 1, rad50 5, yeast cln2 rad14 -27 and bub3 12.
Cc1ccc(NC(=O)/C(Cl)=C2/Sc3ccccc3NC2=O)cc1 was read as yeast mlh1 rad18 12, mec2-1 7, yeast sgs1 mgt1 15, rad50 -27, yeast cln2 rad14 -19 and bub3 -2.
Screening [O-][N+](=C(c1ccccc1)c1ccccc1)c1ccccc1 returned yeast mlh1 rad18 16, mec2-1 11, yeast sgs1 mgt1 0, rad50 13, yeast cln2 rad14 5 and bub3 29.
Screening CC1CCC(=O)C(C(=O)CC2CC(=O)NC(=O)C2)C1 (stereo not given) returned yeast mlh1 rad18 5, mec2-1 1, yeast sgs1 mgt1 20, rad50 32, yeast cln2 rad14 -30 and bub3 2.
For CCSc1ccc2c3c(cccc13)C(=O)N(CCc1ccccn1)C2=O the results were yeast mlh1 rad18 3, mec2-1 -14, yeast sgs1 mgt1 12, rad50 -1, yeast cln2 rad14 2 and bub3 6.
For CCC1(CC)C(=O)NN(C(=O)c2ccc(Cl)cc2)C1=O the results were yeast mlh1 rad18 -37, mec2-1 -23, yeast sgs1 mgt1 28, rad50 -5, yeast cln2 rad14 7 and bub3 -6.
`CC(C)(C)OC(=O)NC(Cc1ccccc1)C(=O)O` (stereo not given) gave yeast mlh1 rad18 -4, mec2-1 -15, yeast sgs1 mgt1 2, rad50 7, yeast cln2 rad14 6 and bub3 19.
For Cn1ccnc1CCc1c(Cl)cccc1Cl the results were yeast mlh1 rad18 -23, mec2-1 -21, yeast sgs1 mgt1 -47, rad50 -20, yeast cln2 rad14 9 and bub3 -16.
For COc1cc(N)c2[nH]c3c(C)ccc(C)c3c2c1 the results were yeast mlh1 rad18 -8, mec2-1 -24, yeast sgs1 mgt1 -44, rad50 5, yeast cln2 rad14 -11 and bub3 -17.
`O=C(NCc1ccccc1)Nc1nc(-c2ccccc2)c(-c2ccccc2)nc1C(=O)NCc1ccccc1` gave yeast mlh1 rad18 -2&8, mec2-1 0&2, yeast sgs1 mgt1 1&-8, rad50 4&-1, yeast cln2 rad14 15&-8 and bub3 2&-2.
For OCCc1cccc2ccc3ccccc3c12 the results were yeast mlh1 rad18 92*, mec2-1 93*, yeast sgs1 mgt1 94*, rad50 86*, yeast cln2 rad14 88* and bub3 90*.
Screening O=C(CC(O)c1ccncc1)c1ccccc1 (stereo not given) returned yeast mlh1 rad18 27, mec2-1 62, yeast sgs1 mgt1 39, rad50 37, yeast cln2 rad14 -3 and bub3 49.
For C[C@]12C[C@@H](c3ccccc3)Nc3ccccc3N1C(c1ccccc1)=NO2 the results were yeast mlh1 rad18 74*, mec2-1 75*, yeast sgs1 mgt1 81*, rad50 61, yeast cln2 rad14 37 and bub3 62.
Screening CC1=C(C(=O)Nc2ccccc2C)C(c2ccc([N+](=O)[O-])cc2)C(C(=O)Nc2ccccc2C)=C(C)N1 returned yeast mlh1 rad18 13, mec2-1 13, yeast sgs1 mgt1 -26, rad50 3, yeast cln2 rad14 29 and bub3 1.
Screening O=C(NC(=O)C(F)(F)C(F)(F)F)Nc1cc(F)ccc1F returned yeast mlh1 rad18 -29, mec2-1 -2, yeast sgs1 mgt1 1, rad50 5, yeast cln2 rad14 -39 and bub3 -7.
`CC(CO)(CO)Cc1ccccc1` gave yeast mlh1 rad18 93*, mec2-1 98*, yeast sgs1 mgt1 80*, rad50 96*, yeast cln2 rad14 92* and bub3 94*.
For O=C(CN1C(=O)c2ccccc2C1=O)NCC(=O)N(C(=O)NC1CCCCC1)C1CCCCC1 the results were yeast mlh1 rad18 5, mec2-1 2, yeast sgs1 mgt1 28, rad50 23, yeast cln2 rad14 12 and bub3 -3.
For NC(=O)C(=O)n1ncc(Cl)c(Cl)c1=O the results were yeast mlh1 rad18 -4, mec2-1 -3, yeast sgs1 mgt1 1, rad50 3, yeast cln2 rad14 7 and bub3 8.
Screening CN1C/C(=C\c2ccc(N(C)C)cc2)C(=O)/C(=C/c2ccc(N(C)C)cc2)C1 returned yeast mlh1 rad18 -10, mec2-1 -8, yeast sgs1 mgt1 -2, rad50 -18, yeast cln2 rad14 -1 and bub3 4.
For CC(=O)C1=C(O)C2(C)c3c(O)c(C)c(O)c(C(C)=O)c3OC2(Sc2ccccc2)CC1=O (stereo not given) the results were yeast mlh1 rad18 6&62, mec2-1 -8&69, yeast sgs1 mgt1 0&48, rad50 7&63, yeast cln2 rad14 5&69 and bub3 -1&60.

Reprinted at random: three records from the list, in no set order.
For OCCc1cccc2ccc3ccccc3c12 the results were yeast mlh1 rad18 92*, mec2-1 93*, yeast sgs1 mgt1 94*, rad50 86*, yeast cln2 rad14 88* and bub3 90*.
For C[C@]12C[C@@H](c3ccccc3)Nc3ccccc3N1C(c1ccccc1)=NO2 the results were yeast mlh1 rad18 74*, mec2-1 75*, yeast sgs1 mgt1 81*, rad50 61, yeast cln2 rad14 37 and bub3 62.
For CC(=O)C1=C(O)C2(C)c3c(O)c(C)c(O)c(C(C)=O)c3OC2(Sc2ccccc2)CC1=O (stereo not given) the results were yeast mlh1 rad18 6&62, mec2-1 -8&69, yeast sgs1 mgt1 0&48, rad50 7&63, yeast cln2 rad14 5&69 and bub3 -1&60.

The results go on:
N#CCCC1(CCC#N)CCCCCCCCC(CCC#N)(CCC#N)C(=O)C1=O was read as yeast mlh1 rad18 15, mec2-1 -7, yeast sgs1 mgt1 -5, rad50 -9, yeast cln2 rad14 7 and bub3 2.
For OC(CNC1CCCCC1)(c1ccccc1)c1ccccc1 the results were yeast mlh1 rad18 -21, mec2-1 -8, yeast sgs1 mgt1 14, rad50 -11, yeast cln2 rad14 11 and bub3 30.
Screening O=C(O)CCn1c2ccccc2c2ccccc21 returned yeast mlh1 rad18 66, mec2-1 36, yeast sgs1 mgt1 40, rad50 25, yeast cln2 rad14 15 and bub3 56.
Screening CC(C)=NOC1CCCCC1OS(=O)(=O)c1ccc(C)cc1 (stereo not given) returned yeast mlh1 rad18 -9, mec2-1 -1, yeast sgs1 mgt1 0, rad50 -13, yeast cln2 rad14 -10 and bub3 22.
Screening Nc1ccccc1SC1CC(=O)N(c2ccc(Br)cc2)C1=O (stereo not given) returned yeast mlh1 rad18 12, mec2-1 3, yeast sgs1 mgt1 3, rad50 13, yeast cln2 rad14 11 and bub3 27.
For COc1cc2c3c4c1OCc1c5c(cc(c1-4)CC3[N+](C)(C)CC2)OCO5 (stereo not given) the results were yeast mlh1 rad18 -52, mec2-1 6, yeast sgs1 mgt1 9, rad50 4, yeast cln2 rad14 21 and bub3 11.
For CN(C)C=NCc1ccc2c(c1)OCO2 the results were yeast mlh1 rad18 -17, mec2-1 -24, yeast sgs1 mgt1 -13, rad50 2, yeast cln2 rad14 3 and bub3 2.
For CC1NC(=O)C2=C1C(=O)NC(=O)C2 (stereo not given) the results were yeast mlh1 rad18 13, mec2-1 7, yeast sgs1 mgt1 7, rad50 2, yeast cln2 rad14 -1 and bub3 -7.
COc1cc2c(cc1OC)C(=O)N1CCCC1C(=O)S2 (stereo not given) was read as yeast mlh1 rad18 -35, mec2-1 -15, yeast sgs1 mgt1 -63, rad50 -32, yeast cln2 rad14 -19 and bub3 -31.
Screening COC(=O)C(/C(=N/N)C(=O)Nc1cccc(O)c1)c1nc2ccccc2[nH]c1=O (stereo not given) returned yeast mlh1 rad18 -34, mec2-1 -8, yeast sgs1 mgt1 -42, rad50 -39, yeast cln2 rad14 -15 and bub3 -39.
For CC1=C2CCCCCC2(O)OC1=O (stereo not given) the results were yeast mlh1 rad18 -16, mec2-1 3, yeast sgs1 mgt1 -15, rad50 1, yeast cln2 rad14 -17 and bub3 -15.
`CN(C)C(=O)Nc1ccc(F)cc1` gave yeast mlh1 rad18 -17, mec2-1 -26, yeast sgs1 mgt1 14, rad50 -6, yeast cln2 rad14 -21 and bub3 -25.
COC(=O)C(C)CN1CC(C)OC(C)C1 (stereo not given) was read as yeast mlh1 rad18 -13, mec2-1 -26 and rad50 -25.
COc1ccccc1NC(=S)N/N=C(/C)c1ccccn1 was read as yeast mlh1 rad18 -2, mec2-1 -9, yeast sgs1 mgt1 18, rad50 -30, yeast cln2 rad14 -4 and bub3 14.
